TROY NFkB inh: inhibitors of TROY-driven NF-kB signaling, primary screen, Q293 LMP1-TROYcd cells, NF-kB luciferase, uHTS | actives 0.98% (n = 360,000) | inhibition, % at 10 µM | Q293 LMP1-TROYcd NF-kB luciferase reporter, 4 h;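 active = compounds whose plate-normalised and pattern-corrected inhibition of the luciferase reporter signal at the single screening dose is 50% or more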
TRAIL sens C8: viability loss with TRAIL in NB7+C8 cells, primary screen, TRAIL sensitizer project, cell-based, ATPlite luminescence; inhibition (viability loss, TRAIL sensitization), % at 10 µM; actives 1% (n = 360,000); AID 624354, 2012;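 active = compounds causing at least 50% loss of cell viability in the single-dose screen, relative to plate controls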
KKLEB tox: cytotoxicity in KKLEB CF airway cells, primary screen, cytotoxicity control for CF NF-kB inhibitor project, cell-based, uHTS, fluorescence assay plates; KKLEB CF airway cells viability, ATPlite luminescence, overnight; stronger effect = lower value; cells stimulated with P. aeruginosa culture filtrate; activity change (cytotoxicity), % at 5 µM; actives 0.36% (n = 360,000); AID 602141, 2011;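 active = corrected activity change at or below -50% at 5 µM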
LRH-1 inv ag: LRH-1 (NR5A2) inverse agonists, primary screen, cell-based, luminescence, HEK293T, StAR-luciferase reporter; LRH-1 transfected, 24 h; inhibition, % at 3.6 µM; actives 0.13% (n = 360,000); AID 602396, 2012;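 active = inhibition above the mean inhibition of all tested compounds plus 3 SD, cut at about 73% in these data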;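 also: 0% = DMSO wells and 100% = reporter-only cells lacking LRH-1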
Target sequence (O00482 whole entry, looked up): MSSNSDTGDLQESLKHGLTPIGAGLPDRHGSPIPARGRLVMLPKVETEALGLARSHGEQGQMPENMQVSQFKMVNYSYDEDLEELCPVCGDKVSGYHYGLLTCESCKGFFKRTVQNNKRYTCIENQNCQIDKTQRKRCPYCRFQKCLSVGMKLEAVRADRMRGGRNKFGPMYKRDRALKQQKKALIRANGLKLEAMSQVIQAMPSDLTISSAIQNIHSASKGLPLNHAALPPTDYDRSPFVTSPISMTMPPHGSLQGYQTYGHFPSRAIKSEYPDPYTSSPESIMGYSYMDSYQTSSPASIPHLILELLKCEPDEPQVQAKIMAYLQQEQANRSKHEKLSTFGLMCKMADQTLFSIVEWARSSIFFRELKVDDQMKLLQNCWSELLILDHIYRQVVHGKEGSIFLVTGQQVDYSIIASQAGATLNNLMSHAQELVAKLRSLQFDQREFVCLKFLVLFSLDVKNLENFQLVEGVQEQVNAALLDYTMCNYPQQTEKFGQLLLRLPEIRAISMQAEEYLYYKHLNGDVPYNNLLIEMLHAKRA
SRC3 inh: SRC3 coactivator transcriptional activity inhibitors, primary screen, cell-based, luminescence. HEK293 GAL4-SRC3 luciferase reporter. inhibition, % at 3.6 µM. AID 588352, 2011. actives 0.17% (n = 360,000);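 active = inhibition above a per-campaign cutoff, the mean of all compounds plus 3 SD, cut at about 60% in these data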;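 also: 0% = DMSO-treated cells and 100% = gossypol-treated cells at 36 µM; higher means less SRC3-driven luciferase light from the GAL4 reporter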
EBV LMP1 NFkB: EBV LMP1-driven NF-kappaB luciferase reporter inhibitors, primary screen, cell-based, luminescence, single point; LMP1-induced NF-kappaB luciferase reporter cells; inhibition, % at 12.5 µM; actives 0.69% (n = 350,000); in the data active = inhibition above about 41%;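 also: 0% = neutral control wells and 100% = reference inhibitor control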
COUP-TFII inh: NR2F2 transcriptional activity inhibitors, primary screen, cell-based, luciferase reporter, HEK293T, luminescence | HEK293T NGFI-A luciferase reporter | AID 686940, 2013 | COUP transcription factor 2 (Homo sapiens), P24468 | inhibition, % at 8.6 µM | actives 0.7% (n = 370,000);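 active = inhibition above a per-plate cutoff, mean inhibition of test wells between control levels plus 3 SD, cut at about 38% in these data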;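 also: cells cotransfected with COUP-TFII expression vector driving the NGFI-A reporter; 0% = median of COUP-TF2 test wells and 100% = reporter-only cells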
Target sequence (P24468 whole entry, looked up): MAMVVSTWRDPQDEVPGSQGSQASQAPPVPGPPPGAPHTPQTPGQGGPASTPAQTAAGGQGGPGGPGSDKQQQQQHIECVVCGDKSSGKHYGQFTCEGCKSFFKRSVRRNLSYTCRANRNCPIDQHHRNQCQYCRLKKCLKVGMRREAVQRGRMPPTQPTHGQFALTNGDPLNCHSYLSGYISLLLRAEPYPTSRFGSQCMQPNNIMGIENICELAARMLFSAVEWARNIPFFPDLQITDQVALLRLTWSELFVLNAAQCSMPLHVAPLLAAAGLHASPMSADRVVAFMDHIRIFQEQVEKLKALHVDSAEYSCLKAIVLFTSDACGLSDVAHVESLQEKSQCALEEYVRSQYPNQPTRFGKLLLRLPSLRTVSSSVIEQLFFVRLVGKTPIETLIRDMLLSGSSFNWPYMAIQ
CF NFkB block: inhibitors of PAF-induced NF-kB signaling, primary screen, cell-based, GFP fluorescence, uHTS. KKLEB NF-kB-GFP reporter, GFP fluorescence overnight. AID 588850, 2011. inhibition, % at 5 µM. actives 0.86% (n = 360,000);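 active = at least 50% inhibition at 5 µM, scaled per plate between neutral and stimulator controls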;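 also: PAF is a Pseudomonas aeruginosa culture filtrate used as stimulus; plate controls were PAF-stimulated DMSO wells for no effect and unstimulated DMSO wells for full effect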
TWEAK-Fn14 inh: inhibitors of TWEAK-Fn14 signaling, primary screen, luciferase reporter cells, uHTS. TWEAK-stimulated Fn14 reporter cells, luciferase luminescence, 8 h. inhibition, % at 10 µM. actives 2% (n = 360,000); in the data active = inhibition above about 50%
Shn3 inh set2: reduction of Shn3 3'UTR firefly luciferase signal, primary screen, Schnurri-3 inhibitor project, cell-based, Clone20 osteoblasts, set 2 | inhibition, % at 12.5 µM | actives 0.52% (n = 360,000) | Clone20 osteoblast Shn3 3'UTR firefly luciferase, 24 h;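 active = mean inhibition of at least 75% with every replicate also reaching 75%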;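 also: 0% = median of neutral control wells and 100% = pilot-screen positive control compound; some compounds past the cut are filed as inactive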
NCOA1 inh: SRC1 coactivator transcriptional activity inhibitors, primary screen, cell-based, luminescence; Nuclear receptor coactivator 1 (Homo sapiens), Q15788; HEK293 GAL4-SRC1 luciferase reporter; inhibition, % at 3.6 µM; actives 0.12% (n = 360,000); AID 588354, 2011;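 active = inhibition above the campaign mean plus 3 SD, with each screening campaign given its own cutoff, cut at about 60% in these data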;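 also: 0% = DMSO treated cells and 100% = gossypol at 36 µM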
* hit, by the source's call; · = no result given. The list is partial, so the mix of outcomes need not match the whole.

smiles	SRC3 inh	NCOA1 inh	TWEAK-Fn14 inh	KKLEB tox	TROY NFkB inh	TRAIL sens C8	LRH-1 inv ag	CF NFkB block	COUP-TFII inh	EBV LMP1 NFkB	Shn3 inh set2
Cc1ccc(-c2cnc(C(O)c3ccc(Cl)c(Cl)c3)[nH]2)cc1 (stereo unspecified)	-2	11	-26	-8	-14	-14	-3	3	3	·	9
CN(C)C(=O)CCc1ccc2c3c([nH]c2c1)[C@]1(CCC2CCCC2)[C@@H](C(=O)N2CCOCC2)C[C@H](CC(=O)NCCc2ccccn2)C(=O)N1CC3	6	-2	5	7	11	-16	7	-2	-10	-11	-10
O=C(Cn1cc(C(F)(F)F)ccc1=O)N/N=C/c1ccccc1	6	-40	-2	2	17	-17	-5	5	13	9	-4
CCCCn1nc(C(=O)Nc2ccc3c(c2)OCCO3)c2ccccc2c1=O	-11	-25	-24	-9	-18	11	-7	26	3	3	0
Cc1ccc(S(=O)(=O)CCC(=O)Nc2cccc(Cl)c2)cc1	20	-13	12	1	-10	-10	17	-4	-17	-1	15
COc1ccc(C(=O)NCCc2ccc(C)cc2)cc1OC1CCN(C(C)=O)CC1	4	-1	-7	12	-9	5	1	-2	7	7	-4
CC(C)C(NC(=O)C(C)N1C(=O)c2ccccc2C1=O)c1ccccc1 (stereo unspecified)	-5	-9	22	4	16	6	10	-24	-24	-1	-4
COC(=O)c1ccc(C)cc1C1CN=NC12Cc1cc(C)ccc1C2=O (stereo unspecified)	-8	-14	7	-3	-14	8	-14	4	-12	-15	-15
CCN(CC)CCN(C(=O)c1cc2c(ccc3ccccc32)oc1=O)c1nc2cc3c(cc2s1)OCCO3	3	-1	-6	-2	14	31	-8	-7	-35	-17	48
CC(=O)Nc1ccc(S(=O)(=O)NCCC(=O)NCc2ccncc2)cc1	14	-6	-2	2	-13	2	12	-32	15	0	-16
Cc1cc(C(=O)NCCc2ccc(S(N)(=O)=O)cc2)no1	8	-3	-4	9	-7	-2	8	2	6	-26	13
O=C(C(=NNc1ccccc1)C(=S)Nc1ccccc1)c1ccccc1	13	-4	-1	-33	3	-14	7	4	·	·	-8
Cc1ccc(Cc2c(-c3cccc(Br)c3)nc3c(Cl)cc(C(F)(F)F)cn23)cc1	·	·	6	·	-2	13	-21	·	13	·	·
COc1cc(CNc2cccc(F)c2)cc(Br)c1O	-16	4	14	-1	-14	-3	-2	-3	-10	14	17
O=C(NC1CCN(S(=O)(=O)c2cccc(F)c2)CC1)c1cccc(F)c1	5	-14	16	-4	-2	-2	-15	-17	8	-3	-9
COc1ccc(Oc2ncccc2NC(=O)c2cccc(C)c2C)cc1	-4	-11	-7	-9	10	11	-15	-1	11	2	7
Cc1cc([N+](=O)[O-])nn1CC(=O)Nc1ccc(Cl)cn1	17	-8	0	-5	-6	14	15	14	6	-2	22
Cc1ccc(-n2c(N)cc(=O)nc2SCC(=O)N2CCN(c3ccccc3)CC2)cc1C	11	1	-24	-5	-12	-19	7	6	7	-2	2
COC(=O)c1cnc(Nc2nc(C(N)Cc3ccc(OC)cc3)cs2)nc1C(F)(F)F (stereo unspecified)	-8	-5	1	-5	-5	-5	22	-16	-2	·	9
COc1ccc(N(S(=O)(=O)c2ccccc2)S(=O)(=O)c2ccccc2)c(N)c1	18	-20	30	-5	8	13	0	5	-7	-19	-10
O=S(=O)(CC(CN1CCCCC1)N1CCCCC1)c1ccc2ccccc2c1 (stereo unspecified)	43	17	41	-59*	-30	-11	-8	97*	6	15	52
CC(=O)Nc1ccc(NC(=O)COC(=O)c2ccc(S(=O)(=O)N(C)c3ccccc3)cc2)cc1	-7	-4	-4	-28	0	0	-17	-7	-14	-3	15
Cc1cc(Nc2cccc(Br)c2)c2ccccc2n1	21	1	-7	-14	16	-3	16	-8	7	10	14
N#CC1=C(N)Oc2cc(O)ccc2C1c1ccccc1 (stereo unspecified)	11	3	8	2	15	-11	12	8	-18	6	-20

Shown as a hit in CF NFkB block (from the list above):
| Structure | SRC3 inh | NCOA1 inh | TWEAK-Fn14 inh | LRH-1 inv ag | CF NFkB block | COUP-TFII inh | EBV LMP1 NFkB | Shn3 inh set2 |
| --- | --- | --- | --- | --- | --- | --- | --- | --- |
| O=S(=O)(CC(CN1CCCCC1)N1CCCCC1)c1ccc2ccccc2c1 (stereo unspecified) | 43 | 17 | 41 | -8 | 97* | 6 | 15 | 52 |

More entries
smiles	SRC3 inh	NCOA1 inh	TWEAK-Fn14 inh	KKLEB tox	TROY NFkB inh	TRAIL sens C8	LRH-1 inv ag	CF NFkB block	COUP-TFII inh	EBV LMP1 NFkB	Shn3 inh set2
O=C1NCCCc2nc(Oc3ccccc3)sc21	-4	6	-10	-3	-7	-9	-24	-1	-4	-1	-24
Cc1cc(N/C=C\c2nnnn2-c2ccccc2)no1	-33	-35	-32	14	-38	-5	-4	-13	-18	0	-26
CCC(CC)CN1CCN=C1Nc1ccccc1	-9	-5	-6	20	-13	-1	3	-19	5	-1	1
O=C1CC(c2ccccc2)c2cccc(F)c21 (stereo unspecified)	2	4	23	-2	12	3	13	6	-4	0	0
CC(C(=O)NCCN1C(=O)S/C(=C\c2cccs2)C1=O)N1C(=O)c2ccccc2C1=O (stereo unspecified)	10	10	25	16	8	-5	5	-21	3	-4	-28
COc1ccc(C(=O)OCC(=O)c2ccc(F)cc2)cc1OC	-23	-7	-19	-7	-14	-14	-10	0	-17	-1	-14
Cc1ccc(CNC(=O)Cn2cnc(C(=O)Nc3ccc(C)c(C)c3)n2)o1	-42	-53	-17	17	-49	17	-48	-18	-5	-14	-21
O=C(CSc1nnc2scc(-c3ccccc3)n12)NCc1ccc2c(c1)OCO2	4	2	2	-16	14	-12	-10	-15	-5	2	-5
Cc1ccc(NC(=O)C2CC(O)CN2C(=O)Oc2ccccc2)c(C)c1 (stereo unspecified)	10	-9	-20	5	-1	7	16	0	10	-6	-16
Cc1ccc2c(NC(=S)NC(=O)c3ccccc3)cccc2n1	-17	2	4	-6	-15	-9	2	10	4	-3	0
CC(C)C(OC(=O)c1cccs1)C(=O)NCc1ccc2c(c1)OCO2 (stereo unspecified)	2	9	14	-29	9	0	-3	2	-1	3	-15
CC1CCCC(C)N1CCOc1cc(N)ccc1C#N (stereo unspecified)	4	-18	0	12	1	15	-18	-2	-2	-4	-1
CCOC(=O)CSc1nc(C)cc2c1C(=O)OC2	13	-2	16	11	-6	-8	-4	-9	13	-7	0
Cc1ccc(-n2c(-c3ccc(Cl)cc3)c[n+]3c2CCC3)cc1	38	11	17	2	6	2	26	-1	34	2	66
Fc1cccc(Cl)c1Cn1nnc(-c2ccc3c(c2)OCO3)n1	-51	-88	54*	-9	-49	-3	-81	14	-47	-55	-44
Cc1c(C=O)c2ccccc2n1CC(=O)O	5	-13	-18	-3	-19	1	-5	4	-9	-2	-14
O=C(CSc1ncnc2ccccc12)NCCCO	-13	-9	0	3	-48	-16	-11	-5	7	1	-11
CN1CCN(C(c2ccc(Cl)cc2)c2cc(Cl)c3cccnc3c2O)CC1 (stereo unspecified)	1	-6	28	-42	-4	8	27	38	15	-9	77
Cc1nc(C(=O)N2CCCC(N3CCN(c4ccc(F)cc4)CC3)C2)cs1 (stereo unspecified)	5	-8	14	0	-10	-10	6	-4	21	-6	4
COc1cccc(C(NC(C)=O)c2nc(-c3ccc(F)cc3OC)cs2)c1 (stereo unspecified)	16	5	-38	0	-20	-23	34	-3	12	·	-10
O=C1NC[C@H](Cc2ccccc2)N(CC2CCN(CCCCc3ccccc3)CC2)C1=O	-4	0	-12	4	-10	-6	22	-8	-9	21	-1
C/C(CC(=O)Nc1ccccc1C(F)(F)F)=N\NC(=O)c1cnccn1	-54	-66	-6	-13	-34	16	-31	11	-22	4	-9
CCc1cc(=O)oc2cc(C)cc(OCc3nn[nH]n3)c12	-3	1	2	17	-17	-1	1	-29	-10	7	-2
CCOC(=O)c1ccc(CC2SC(N)=NC2=O)cc1 (stereo unspecified)	-1	10	14	3	10	2	-6	2	-13	-2	-12
COc1cc(OC)cc(C(=O)N[C@H](C(=O)Nc2nc(-c3ccc(OC)c(OC)c3)cs2)C(C)C)c1	19	-11	42	1	35	3	7	9	1	13	15
Cc1ccc(NC(=O)CCC(=O)N2CCOCC2)nc1	5	-36	-2	-14	-1	9	-1	11	19	2	-5
COc1ccc(/C=N/NC(=O)C(=O)/C=C2\NC3(CCCC3)Cc3ccccc32)cc1	14	-15	-5	-5	-5	6	-4	3	3	-6	13
Cc1cccc2c(SCC(=O)NCC3CCCO3)nc(-c3ccc(F)cc3)nc12 (stereo unspecified)	-24	-10	-23	2	-8	2	22	-14	13	-24	27
COc1ccccc1/C=C/C(=O)Nc1nc(N)n(-c2ccccc2)n1	-12	-32	4	-6	-1	-2	-2	-7	-5	2	-4
COc1ccc2nc(NC(=O)c3ccc(Br)s3)sc2c1	-84	-115	-31	2	-24	36	-121	7	-31	-16	-80

Compound activity from PubChem BioAssay.
